# Screening data: PubChem, University of Kansas High Throughput Screening Laboratory
# mHTT CaM bind = disrupts binding of mutant huntingtin to calmodulin; 190,000 tested, 3.6% active; P42858; AID 1671202; AlphaScreen His-mHTT/GST-CaM binding, luminescence; inhibition, % at 15 µM;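 also: 0% = both proteins with DMSO and 100% = one protein alone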
# Pf apPOL inh = Pf-apPOL DNA polymerase inhibition; Recombinant Pf-apPOL, molecular beacon fluorescence, 1.5 h; inhibition, % at 10 µM; 210,000 tested, 0.25% active; AID 1794808
# * marks the source's active call; other numbers are inactive results; x = not tested or not shown; & = joins results of further samples. Rule as the data show it: active = inhibition above about 50%; inactive = the rest.
# The line under a structure holds: mHTT CaM bind | Pf apPOL inh
1: C[C@H]1[C@@H](OC(=O)NCc2cccc(C(F)(F)F)c2)CC[C@@]23CCCN2C(=O)CCC[C@@H]13
 : -3 | -6
2: CCCn1cnnc1C1CCN(Cc2cnn(CC)c2)CC1
 : -7 | -4
3: CC(C)=NOC(=O)Nc1ccc(C(F)(F)F)cc1
 : x | -12
4: CC(Oc1ccccc1)C(=O)N1CCN(c2nc(CN3CCCCC3)cs2)CC1 (stereo not drawn)
 : 17 | 0
5: CC(C)c1ccc(S(=O)(=O)N2CCC(CN3CCCCC3)CC2)cc1
 : -2 | 0
6: CCn1c(=N)c(S(=O)(=O)c2ccc(C)cc2)cc2c(=O)n3ccccc3nc21
 : 4 | -6
7: O=C1OC(c2cc(F)c(F)cc2Cl)=N/C1=C\c1cccs1
 : 9 | -1
8: CCOC(=O)c1c(NC(=O)CCS(=O)(=O)Cc2ccccc2)sc(C)c1C
 : 7 | -7
9: C=CCN1Cc2ccc3ccccc3c2-c2c(ccc3ccccc23)C1
 : x | 2
10: COc1ccc(CN2CNc3c(c(=O)n(C)c(=O)n3C)C2)cc1
 : 5 | -3
11: COCCNC(=O)c1cccc([N+](=O)[O-])c1C
 : -11 | 1
12: COc1cc2c(cc1OC)C(C(=O)NCCN(C)C)C(c1ccc(SC)cc1)N(C)C2=O (stereo not drawn)
 : 20 | -2
13: O=C(NCc1ccccc1)N1CCc2nc[nH]c2C1
 : -12 | 0
14: COc1ccccc1N1CCN(Cc2cc(OC)c(O)c([N+](=O)[O-])c2)CC1
 : -2 | -7
15: COc1ccc(-n2ccnc2SCC(=O)Nc2ccccc2C(F)(F)F)cc1
 : 19 | 6

# Additional compounds.
# The line under a structure holds: mHTT CaM bind | Pf apPOL inh
16: CC1(CNC(=O)Cc2c[nH]c3ccccc23)CCOCC1
 : 1 | -5
17: O=C(NC1CC1)C1CCN(c2nnc(-c3ccccc3)o2)CC1
 : 0 | -7
18: COc1ccc(NC(=O)c2cccc(N3CCNC(c4ccccc4)C3)n2)c(OC)c1 (stereo not drawn)
 : 70* | -8
19: C=CCn1ccc2ccn(CCc3c(C)noc3C)c(=O)c21
 : 2 | -2
20: Cc1ccc(C2=N/C(=C/c3ccc(-c4cccc([N+](=O)[O-])c4)o3)C(=O)O2)cc1
 : 12 | -3
21: CN1C(=O)CC(N2CCN(c3ccc(F)cc3)CC2)C1=O (stereo not drawn)
 : -2 | 2
22: CC1CCN(C(=O)CCc2nnc(-c3ccccc3)[nH]c2=O)CC1
 : 8 | 1
23: O=C(c1cc2ccccc2[nH]1)N1CCC(CCOCc2cccc(F)c2)CC1
 : 24 | -6
24: O=C(Cc1ccc(F)cc1)Nc1ncc([N+](=O)[O-])s1
 : 9 | -6
25: CCCOc1ccc(Cc2nc(N)c(NC(C)=O)c(=O)[nH]2)cc1
 : -9 | -5
26: CCC(C)c1ccc(OC2OC(CO)C(O)C(O)C2NC(C)=O)cc1 (stereo not drawn)
 : x | -13
27: O=C(CN1CC(c2nc(C3CC3)no2)C1)N1CCCc2ccccc21
 : -16 | -4
28: Cc1csc(-c2sc3ccccc3c2O)n1
 : x | -91
29: CC(C)N1C(=O)C(C)(C(=O)NC2CCCCC2)Oc2cccnc21 (stereo not drawn)
 : -4 | -3
30: O=C(Cc1csc(NS(=O)(=O)c2ccc(Cl)cc2)n1)NCc1cccs1
 : -3 | -11

# (next part)
# The line under a structure holds: mHTT CaM bind | Pf apPOL inh
31: Cc1cc(NC(=O)Nc2cnccc2C(F)(F)F)no1
 : x | -4
32: N=c1ccn2c(n1)OCC1C(O)C(O)OC12 (stereo not drawn)
 : x | -9
33: Cc1ccc(-c2nnc(N3CCC(C(=O)NCC4CCCO4)CC3)o2)cc1 (stereo not drawn)
 : 10 | -5
34: O=C(CN1CCC(c2nc(-c3ccc(F)cc3)no2)CC1)Nc1ccc2c(c1)OCCO2
 : 7 | 2
35: O=C(Nc1ccc(F)cc1)C1Oc2ccccc2NC1=O (stereo not drawn)
 : -6 | 2
36: O=C(NCCNc1ccc(Cl)cc1[N+](=O)[O-])c1ccccc1O
 : 19 | 1
37: CC(C)(C)NC(=O)c1ccc2c(c1)C(=O)N(c1ccccc1-c1ccccc1)C2=O
 : 9 | 8
38: NC(=O)c1ccccc1N=C1C(=O)Nc2ccccc21
 : 14 | 4
39: CCCOc1ccccc1/C=c1\sc2nc(=O)c(C)nn2c1=O
 : 22 | 0
40: CCOCC(=O)N1CCC(COc2ccc(C(=O)N3CCCC3)cc2)CC1
 : 2 | -1
41: COc1ccccc1OCCCCN1CCN(c2ccccc2OC)CC1
 : 3 | -3
42: COc1ccc(NS(=O)(=O)c2ccc3[nH]c4c(c3c2)CCCC4)cc1
 : 80* | -5
43: COC(=O)c1ccc(NC(=O)C(=O)NCCC2=CCCCC2)cc1
 : -4 | 5
44: O=C(NCC1CCN(Cc2ccccc2F)CC1)Nc1cccc(Br)c1
 : 4 | 0
45: COc1cc(C)nc(NC(=O)Nc2sc(NS(=O)(=O)c3ccccc3)nc2C)n1
 : 14 | 8

# More results follow:
# The line under a structure holds: mHTT CaM bind | Pf apPOL inh
46: CCCCNc1ccc2c3c(cc(=O)n2C)-c2ccccc2C(=O)c13
 : 26 | -1
47: CN(C)CCN(Cc1ccccc1)Cc1ccc(Cl)cc1
 : 6 | -1
48: COCCN1COc2ccc3c(=O)c(-c4ccc(OC)cc4)coc3c2C1
 : -5 | -10
49: Cc1cc(C(=O)Nc2c(C)nn(Cc3c(Cl)cccc3Cl)c2C)no1
 : 1 | 8
50: CCCCOc1ccc(/C=c2\sc3nc(=O)c(C)nn3c2=O)cc1OCC
 : -3 | 5
51: O=C(CCN1CCOCC1)c1cc2ccccc2o1
 : 41 | -8
52: O=C(CN1C(=O)C2(OCCO2)c2cc([N+](=O)[O-])ccc21)c1ccccn1
 : 2 | -3
53: CCC1CCc2c(sc(NC(=O)c3ccc4c(c3)OCO4)c2C(N)=O)C1 (stereo not drawn)
 : -5 | 2
54: CN1C(=O)C(C)(C(=O)Nc2ccc3c(c2)OCCO3)Oc2cccnc21 (stereo not drawn)
 : 5 | -2
55: CNC(=O)C[C@H]1C(=O)N(CCc2ccccc2)C[C@@H]1Cc1ccccc1
 : 3 | -8
56: O=C(NCc1cccnc1)C1c2ccccc2C(=O)N1Cc1ccc2c(c1)OCO2 (stereo not drawn)
 : 1 | -1
57: Cc1cc(C2CCCN2C(=O)c2cc(C3CCCCC3)no2)on1 (stereo not drawn)
 : -5 | -2
58: O=C(Nc1ccc2c(c1)CCC2)c1cnn2c(C(F)(F)F)cc(-c3ccco3)nc12
 : 10 | 1
59: N#CC(C(=S)Nc1ccccc1)c1nc2ccccc2[nH]1 (stereo not drawn)
 : x | -90
60: O=C(Cn1cnc2c(cnn2Cc2ccccc2F)c1=O)NCC1CCCO1 (stereo not drawn)
 : -5 | -1

# (cont.)
# The line under a structure holds: mHTT CaM bind | Pf apPOL inh
61: CC1C(O)CCC1(C(=O)O)c1ccccc1 (stereo not drawn)
 : -6 | -10
62: COc1ccc(-c2csc(/C(C#N)=C/c3cccs3)n2)cc1
 : 4 | -13
63: Cc1ccc(C2CC(=O)C(C)C(c3ccc(C)cc3)N2)cc1 (stereo not drawn)
 : -11 | -7
64: O=c1[nH]onc1N1CCOCC1
 : 1 | x
65: Fc1ccc(-c2ccc(CNCc3ccco3)o2)cc1
 : 9 | -2
66: Brc1cccc(C=Nc2ccnc3ccccc23)c1
 : -1 | -5
67: CC(=O)c1ccc(OCCSc2nc3ncnc(N)c3[nH]2)cc1
 : 2 | -13
68: Cc1ccc(-c2noc(-c3ccc(N4CCC(C)CC4)nc3)n2)cc1
 : -10 | 1
69: Cc1ccc(OCc2cc(C(=O)Nc3ccccc3)oc2C)cc1
 : 0 | -2
70: COCCN1C(=O)Cc2ccccc2C1C(=O)NCc1cc(F)ccc1F (stereo not drawn)
 : -4 | -4
71: CN1C(=O)N(C)C2(CC1(C)C)CC(C)(C)N(C)C(=O)N2C
 : -2 | 4
72: C=C(C)Cn1c(N(C)Cc2ccccc2)nc2c1c(=O)[nH]c(=O)n2C
 : 1 | 0
73: O=C(Nc1ccc2oc(-c3ccc(F)cc3)nc2c1)c1cc([N+](=O)[O-])ccc1Cl
 : 2 | -16
74: Cc1ccc(CSc2n[nH]c(=O)n2-c2cccc(Cl)c2)cc1
 : x | -4
75: CCOCC(O)CSc1nc(C)cc(C)n1 (stereo not drawn)
 : -1 | x

# More results follow:
# The line under a structure holds: mHTT CaM bind | Pf apPOL inh
76: COc1ccccc1NC(=O)N1CCCCCC1c1cccs1 (stereo not drawn)
 : -18 | -7
77: Cc1c(Cl)cccc1NC(=O)C(=O)NCC1(O)CCc2ccccc21 (stereo not drawn)
 : -7 | -11
78: c1ccc(C(c2ccccc2)N2CCN(N=C3c4ccccc4-c4ccccc43)CC2)cc1
 : 23 | x
79: O=C(c1ccsc1)N1CCc2c(nc(-c3ccc(F)cc3)[nH]c2=O)C1
 : -1 | -6
80: CC(C)[C@@H](CO[Si](C)(C)C(C)(C)C)N1CC=CS1(=O)=O
 : -2 | -1
81: CCCC1c2cccn2CCN1C(=O)Nc1ccc(F)cc1F (stereo not drawn)
 : 9 | 0
82: Clc1ccc(-c2cc(-c3nc(-c4ccncc4)no3)c3ccccc3n2)cc1
 : 1 | -7
83: CC(=O)N1CCc2sc(S(=O)(=O)N3CCN(c4cccc(C)c4C)CC3)cc2C1
 : 11 | 1
84: O=C(NCC(c1ccc2c(c1)OCO2)N1CCOCC1)c1cccc([N+](=O)[O-])c1 (stereo not drawn)
 : -17 | 0
85: N=c1n(CCN2CCCCC2)c2ccccc2n1CC(O)COc1ccccc1 (stereo not drawn)
 : -4 | -6
86: COc1ccc(CNC(=O)c2ccc([N+](=O)[O-])cc2)cc1
 : -10 | -8
87: CN1OCC(S(=O)(=O)N(C)C2CCCCC2)C1c1cccc(F)c1F (stereo not drawn)
 : -10 | -1
88: COc1ccc(C2C(C(=O)Nc3nc4ccccc4s3)=C(C)NC3=C2C(=O)CCC3)c(OC)c1 (stereo not drawn)
 : -30 | -4
89: O=C(O)c1ccccc1N=Cc1nc(/C=C/c2cccc([N+](=O)[O-])c2)oc1O
 : 24 | 2
90: CNc1nccc(N2CCC(CC(=O)NCCC(C)C)CC2)n1
 : 9 | 10

# The results go on:
# The line under a structure holds: mHTT CaM bind | Pf apPOL inh
91: Cc1ccc2c(N)c(C(=O)c3ccc(Cl)cc3)sc2n1
 : -8&9 | -3&-1
92: O=C(c1ccc(-c2csc(C3CC3)n2)cc1)N1CCCC1
 : 1 | -25
93: CCC(=O)N1CCc2cc(Br)cc(S(=O)(=O)Nc3ccc(F)cc3Cl)c21
 : 7 | -2
94: COc1cccc(NC(=O)N2CCCc3ccccc32)c1
 : x | -11
95: COc1cccc(-c2cc(C(F)(F)F)nc(-n3nnnc3C)n2)c1
 : -2 | 0
96: COCCNC(=O)c1ccc2c(c1)ncn2-c1ccc(F)c(F)c1
 : 6 | -1
97: CN(Cc1ccccc1)C(=O)c1cn(C)c(=O)c2c1c1ccccc1n2C
 : 2 | -9
98: CCC1CN(C(=O)Nc2ccccc2F)c2cc(Cl)ccc2O1 (stereo not drawn)
 : -54 | -1
99: O=C1OC2CC3CC2C1C3C(=O)N1CCN(c2cccc(Cl)c2)CC1 (stereo not drawn)
 : 8 | -11
100: O=C(Nc1ccc(O)c(-c2nc3ccccc3s2)c1)c1ccccc1F
 : -1 | -4
101: Cc1cccc(C(=O)Nc2ccc(N3CCN(Cc4cccs4)CC3)nc2)c1
 : 3 | 0
102: COc1ccc(-c2nnc3n2CCNC3)cc1
 : -2 | 4
103: COc1cccc(/C=C2\SC(NC(C)=O)=NC2=O)c1OCc1ccccc1Cl
 : 3 | -5
104: COc1ccc(CC(=O)N2CCCC(C)(C(=O)NCc3ccccc3C)C2)cc1OC (stereo not drawn)
 : 0 | -2
105: COc1ccc(CCN2CC(C(=O)NCCc3ccccc3)CC2=O)cc1OC (stereo not drawn)
 : 1 | 0

# The results go on.
# The line under a structure holds: mHTT CaM bind | Pf apPOL inh
106: COc1cc(/C=C(\C#N)c2nn(CCO)c(N)c2C#N)cc2c1OCO2
 : 1 | -4
107: COc1cc(-c2ccc(O)cc2)cc(=O)c2c(C)oc(C)c12
 : 42 | 0
108: O=C(Nc1c2c(nn1-c1ccc(F)cc1)CSC2)C1CCCC1
 : 57* | -7
109: CSc1ccc(/C=C2\NC(=O)N(CC(=O)Nc3ccc(C)cc3)C2=O)cc1
 : 3 | -4
110: Cc1ccc(CNC(=O)c2cc(C)n3nccc3n2)cc1
 : -27 | 0
111: CC(C)NCC(=O)Nc1c2c(nc3c1CCC3)CCCC2
 : -1 | 5
112: CCCNC(=O)C1CCCN(c2nc3ccsc3c(=O)n2-c2ccc(C)cc2)C1 (stereo not drawn)
 : 4 | -4
113: CN(C)S(=O)(=O)c1ccc(C(=O)Nc2cc(Cl)cc(Cl)c2)cc1
 : 5 | -2
114: Cc1cc(C)cc(C(=O)Nc2cc(-c3ccccn3)no2)c1
 : -4 | 4
115: COc1cc(-c2nc(NCc3ccc(F)cc3)c3ccccc3n2)cc(OC)c1OC
 : 88* | 16
116: CCS(=O)(=O)N1CCN(C(=O)c2cccc(Cl)c2)CC1
 : -3 | 0
117: CC1(C(=O)NCc2ccc(Cl)cc2)Oc2cccnc2NC1=O (stereo not drawn)
 : -10 | -2
118: CC(C)NC(=O)c1ccc(OCC2CCCN2C(=O)C(C)(C)C)cc1 (stereo not drawn)
 : -3 | -4
119: Cc1nnsc1C(=O)Oc1ccccc1N1CCCCC1
 : x | -8
120: Cn1c(=O)c(N2CCN(C(=O)c3ccc(Cl)cc3)CC2)nc2ccncc21
 : 7 | 5

# Later entries:
# The line under a structure holds: mHTT CaM bind | Pf apPOL inh
121: Cc1ccc(S(=O)(=O)N2CCC(c3nc(C(=O)N(C)C)c(C)o3)CC2)cc1C
 : -1 | -1
122: O=C(NCc1n[nH]c(=O)c2ccccc12)C1c2ccccc2Oc2ccccc21
 : -4 | 0
123: N#CC1=CN(c2ccc(Br)cc2)c2ccccc2S1(=O)=O
 : -5 | 3
124: COc1cc(/C=C2/N=C(c3ccc(Br)cc3)OC2=O)cc(OC)c1OC
 : 1 | -6
